Screening results as filed in PubChem.
FLuc modulator: firefly luciferase modulation, counter-screen for miR-21 project | P08659 | purified FLuc, Km substrates, luminescence inhibition | Potency, µM (doses to about 57.5 µM), inactives show at the highest dose activity change, negative = inhibition, actives largely listed as inhibitors | hit rate 6.9% among 360,000 | AID 588342;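 also: plate controls were vehicle for no effect and reference inhibitor for full effect; nearly all actives have a fitted effect of over 55% in size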
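Purified P. pyralis luciferase, 10 nM final, with Km-level 10 uM D-luciferin and 10 uM ATP in 50 mM Tris acetate pH 7.5, 10 mM Mg acetate, 0.01% Tween-20, 0.05% BSA; 6-point qHTS titration about 60 µM downward; luminescence read.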
Rab9 prom act: Rab9 promoter activation; Huh7 Rab9 promoter-luciferase reporter, luminescence, 24 h; Potency, µM (top dose mostly 9.22 µM), inactives show at the top dose activation, negative = inhibition, hits mostly activators; hit rate 2.8% among 320,000; also: % of control where 0% means no effect; nearly all actives have a fitted effect of over 60% in size
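Luciferase signal after 10 min detection reagent at ambient indicates Rab9 promoter upregulation; stably transfected Huh7 cells were treated 24 h with compound in DMSO at 37 °C, 5% CO2.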
RORgamma inh: inhibitors of mouse ROR gamma transcriptional activity; P51450; Drosophila S2 Gal4-RORgamma UAS-luciferase reporter, 20 h; Potency, µM (top dose mostly 53.6 µM), without a hit: at the highest dose activity change, negative = inhibition, most hits filed as inhibitors; hit rate 5.4% among 310,000; AID 2551; also: % is scaled to controls: 0 for no effect and ±100 for the full control effect; nearly all actives have a fitted effect of over 60% in size
Target sequence (P51450 whole entry, looked up, the tested form may be a part): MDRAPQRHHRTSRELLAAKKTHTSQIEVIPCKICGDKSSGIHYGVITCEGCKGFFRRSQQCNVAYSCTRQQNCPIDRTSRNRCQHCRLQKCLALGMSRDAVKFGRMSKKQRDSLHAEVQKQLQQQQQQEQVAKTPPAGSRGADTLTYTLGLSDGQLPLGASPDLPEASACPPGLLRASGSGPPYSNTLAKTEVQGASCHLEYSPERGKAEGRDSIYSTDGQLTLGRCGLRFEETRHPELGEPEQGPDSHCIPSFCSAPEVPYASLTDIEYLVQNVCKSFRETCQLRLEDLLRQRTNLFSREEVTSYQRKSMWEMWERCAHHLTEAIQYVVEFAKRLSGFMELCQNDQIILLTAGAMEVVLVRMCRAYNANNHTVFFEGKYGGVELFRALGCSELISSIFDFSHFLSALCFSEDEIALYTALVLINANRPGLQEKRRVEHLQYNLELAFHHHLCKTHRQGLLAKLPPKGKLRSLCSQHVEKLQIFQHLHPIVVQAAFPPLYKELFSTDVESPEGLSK
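Stable Schneider cell line, Gal4 DNA-binding domain fused to ROR gamma, UAS-luciferase. Cmpd 1 hr RT → CuSO4 700 uM final → 20 hr RT → luciferase reagent 10 min → luminescence.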
CXXC DNA block: inhibitors of human MLL CXXC domain-DNA interaction | Q03164 | MLL-CXXC / FITC-HOXA9 DNA fluorescence polarization | Potency, µM (series often up to 115 µM), without a hit: top-dose activity change, negative = inhibition, most hits filed as inhibitors | hit rate 0.037% among 290,000 | AID 2662; active = well fitted inhibition curve with a large enough effect in the polarisation, with a control signal flat, not every such curve was filed as active; inconclusive = small, poorly fitted or top-dose-only effect, or effect the other way, or a change in a side signal; inactive = no such curve, though single readings can be large or run the other way; the % refers to the polarisation
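Purified MLL-CXXC (added from a 7 uM solution) was preincubated 5 min at ambient with pinned compounds in 50 mM Tris-HCl pH 7.5, 50 mM NaCl, 1 mM DTT, 0.05% BSA. Fluorescein-labeled HOX-A9 DNA (50 nM solution) followed, 30 min, then polarization read.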
Gal4-VP16 FLuc: Gal4-VP16 reporter inhibition counter-screen | Drosophila S2 Gal4-VP16 UAS-luciferase, luminescence, 20 h | hit rate 3.5% among 310,000 | Potency, µM (titrated, usually from 53.6 µM), for the others: top-dose activity, negative = inhibition, actives largely listed as inhibitors;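 also: Gal4-VP16 expression switched on by copper sulfate through the metallothionein promoter; % is scaled to controls: 0 for no effect and ±100 for the full control effect; nearly all actives have a fitted effect of over 50% in size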
ELG1 genotoxic: induces genotoxicity in HEK293T cells with luciferase-tagged ELG1; HEK293T ELG1-luciferase reporter, luminescence, 16 h; Potency, µM (highest dose often 46 µM), inactives show at the highest dose activity change, positive = activation, actives largely listed as activators; hit rate 1.3% among 330,000; also: % of control where 0% means no effect; nearly all actives have a fitted effect of over 60% in size
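Genotoxic stress is detected as increased luminescence from luciferase-tagged ELG1 in HEK293T cells, measured with ONE-Glo after a 16 hr treatment at 37 °C.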
NPC1 prom act: activates the NPC1 promoter | Huh7 NPC1 promoter luciferase reporter, 24 h | Potency, µM (titrated, usually from 9.22 µM), inactives show at the highest dose activation, hits mostly activators | hit rate 2.4% among 320,000;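 also: % of control where 0% means no effect; nearly all actives have a fitted effect of over 60% in size; reporter is driven by a mutant NPC1 promoter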
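Luminescence read-out of NPC1 promoter-driven luciferase in stably transfected Huh7 cells; compounds delivered in DMSO and left 24 h at 37C, 5% CO2, qHTS titration format.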
MBNL1 CUG block: inhibitors of human MBNL1 binding to CUG repeat RNA; AID 2675; Q9NR56; TR-FRET MBNL1-His/biotin-(CUG)12 binding, 665/545 ratio; Potency, µM (series often up to 57.5 µM), for inactives: at the top dose activity change, negative = inhibition, usual class: inhibitors; hit rate 0.036% among 280,000; active = well fitted inhibition curve with a large enough effect in the signal ratio, with a control signal flat, not every such curve was filed as active; inconclusive = small, poorly fitted or top-dose-only effect, or effect the other way, or a change in a side signal; inactive = no such curve, though single readings can be large or run the other way; the % refers to the signal ratio; also: % is scaled to controls: 0 for no effect and ±100 for the full control effect
Target sequence (Q9NR56 whole entry, looked up): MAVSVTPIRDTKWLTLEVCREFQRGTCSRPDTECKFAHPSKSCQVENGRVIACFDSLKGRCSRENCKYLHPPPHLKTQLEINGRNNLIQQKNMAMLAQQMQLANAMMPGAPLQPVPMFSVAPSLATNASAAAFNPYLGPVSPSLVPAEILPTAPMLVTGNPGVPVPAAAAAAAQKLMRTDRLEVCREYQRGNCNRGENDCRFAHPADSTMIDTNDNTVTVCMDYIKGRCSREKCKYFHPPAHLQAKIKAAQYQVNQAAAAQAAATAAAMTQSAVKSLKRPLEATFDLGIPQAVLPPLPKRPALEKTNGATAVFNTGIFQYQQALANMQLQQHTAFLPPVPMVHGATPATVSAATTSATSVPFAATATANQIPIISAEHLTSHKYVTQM
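Compounds (final 92 nM to 58 uM) are added to His-tagged MBNL1 and biotin-(CUG)12, then terbium anti-His antibody and streptavidin-XL665 (5 nM final). After 60 min at room temperature, the 665/545 nm ratio is read.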
uPA surface inh: cell surface uPA generation inhibition; cell surface uPA generation assay, qHTS; Potency, µM (doses to about 38.3 µM), for inactives: top-dose activity change, negative = inhibition, usual class: inhibitors; hit rate 0.31% among 330,000; active = well fitted inhibition curve with a large enough effect; inconclusive = small, poorly fitted or top-dose-only effect; inactive = no such curve, though single readings can be large or run the other way; tested in mouse RAW 264.7 cells; also: % is scaled to controls: 0 for no effect and ±100 for the full control effect; nearly all actives have a fitted effect of over 55% in size
BRCA1 expr up: BRCA1 expression activation; MCF7-BRCA1-FFLuc reporter, luminescence, 48 h; response scale: scaled: vehicle 0%, 10 µM genistein 100%; Potency, µM (highest dose often 46.1 µM), for the others: top-dose activation, usual class: activators; hit rate 1.1% among 380,000; AID 624202; also: nearly all actives have a fitted effect of over 80% in size; some results filed as inactive show a strong effect at the top dose
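First, MCF7-BRCA1-FFLuc cells (2000/well) attach for 2 h; next, compounds are pin-added and incubated 48 h at 37 °C; finally, luciferase reagent is added and luminescence read after 15 min.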
p53 reactivator: restores transcriptional activity of mutant p53; H1299 p53-A138V BP100-luciferase reporter, luminescence, 24 h; AID 504706; Potency, µM (doses to about 92.2 µM), without a hit: at the top dose activity change, positive = activation, hits mostly activators; hit rate 0.063% among 320,000; also: % of control where 0% means no effect; nearly all actives have a fitted effect of over 45% in size
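H1299 (p53-null), stable ts p53-A138V + BP100-Luc; 1000 cells/well, Opti-MEM/10% FBS; cpd 4 pt, 1:5; 24 h, 37 deg C, 5% CO2; detection reagent 10 min RT; luminescence.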
Active calls of the source: *; ? = inconclusive; nt = not tested or not shown; [ ] = dose if it differs, or a comment. Unless noted, calls follow the shape of the dose curve; as a rule, active = well fitted curve in the direction sought with a large enough effect; inconclusive = small, poorly fitted or top-dose-only effect, or another doubt; inactive = no such curve, though single readings can be large; an effect the other way counts as inactive or inconclusive. Potency is read from the fitted curve at half-maximal effect. These rows are one share of the data; the hit share may differ from the screen's.

SMILES	FLuc modulator	Rab9 prom act	RORgamma inh	CXXC DNA block	Gal4-VP16 FLuc	ELG1 genotoxic	NPC1 prom act	MBNL1 CUG block	uPA surface inh	BRCA1 expr up	p53 reactivator
CCOc1ccc(C(=O)N2CCCCCC2)cc1	-4%	3%	22%	2%	19%	15%	4%	-5%	2%	20%	16%
Cc1nc2ccc(NC(=O)Cc3c(F)cccc3Cl)cc2s1	4.8µM*	2.5µM*	9%	9%	1%	?	2.8µM*	6%	?	?	16%
Cc1noc(C)c1COc1ccc(C(=O)NCCc2ccc(F)cc2)cc1	4%	-3%	nt	nt	nt	1%	8%	nt	?	-15%	4%
CN1CC(=O)N2C(c3cccc([N+](=O)[O-])c3)c3[nH]c4ccccc4c3C[C@H]2C1=O (some centres not stated)	0%	0%	4%	20%	0%	?	-3%	6%	0.4µM*	-6%	-4%
CC1(C)C(=O)NCCN1C(=O)c1ccc2nc(Cc3ccccc3F)oc2c1	0%	-12%	?	11%	-21%	-1%	-12%	0%	6%	-23%	-15%
CC1Cc2ccccc2N1C(=O)COC(=O)c1ccc(Br)o1 (configuration not stated)	2%	-1%	36%	-3%	3%	0%	-1%	-5%	-1%	-9%	-2%
COCCn1c(N)c(N(Cc2ccccc2)C(=O)c2ccc3ccccc3c2)c(=O)[nH]c1=O	-2%	13%	31%	10%	-4%	26%	0%	nt	-3%	-7%	-2%
CCCCN1CC(=O)N2[C@H]3c4cc(C)ccc4OC[C@@H]3[C@H](C(=O)OCC)[C@]2(C)C1=O	4%	-2%	nt	nt	nt	1%	1%	nt	2%	-11%	-8%
CCCNC(=O)NC(=O)COC(=O)c1cccc(NS(=O)(=O)c2ccc(F)c(F)c2)c1	-1%	-2%	?	0%	-25%	-1%	4%	?	28%	-5%	14%
CC(=O)Nc1ccc(SCC(=O)c2cc(C)n(C)c2C)cc1	-16%	24%	?	16%	16%	?	18%	1%	3%	54%	17%
CCC(C)NC(=O)CCc1nc2ccccc2n1-c1ccccc1 (configuration not stated)	4%	-5%	-9%	4%	-1%	1%	-6%	nt	4%	-1%	3%
COc1ccc(Nc2ncc(F)c(N3CCOCC3)n2)cc1	2.4µM*	0.89µM*	-37%	-3%	-29%	?	1.3µM*	-3%	?	?	3%
CCN1CCN(C(c2cc3cccc(C)c3[nH]c2=O)c2nnnn2Cc2ccccc2)CC1 (configuration not stated)	-2%	0%	18%	2%	5%	3%	-1%	2%	-4%	-1%	-3%
CN1CCN(NC(=O)c2cc(S(=O)(=O)Nc3ccc(Cl)cc3)ccc2Cl)CC1	0%	3%	0%	-1%	-4%	-5%	1%	-7%	2%	-4%	-3%
Cc1ccc(NC(=O)N2CCCC2C(=O)NCc2ccc(Cl)cc2)cc1 (configuration not stated)	-3%	7%	-14%	15%	-8%	1%	2%	-2%	-12%	-13%	nt
Cc1ccc(C)c(NC(=S)N2CCN(CCO)CC2)c1	-1%	-8%	-7%	18%	-9%	-3%	-2%	nt	2%	-14%	-9%
COc1cccc(CN(C)CC2CCCN(CCc3ccccc3C)C2)c1 (configuration not stated)	-1%	-7%	-16%	5%	4%	-6%	-4%	4%	-24%	-40%	-3%
COc1ccc(N2C(=O)c3cccc4cc(Br)cc(c34)C2=O)cc1	2%	-9%	-2%	?	-2%	6%	-1%	14%	9%	-17%	-2%
CC1CCCCN1CCNC(=O)Cn1nc(-c2ccccc2)ccc1=O (configuration not stated)	0%	0%	-25%	5%	2%	-1%	8%	11%	-4%	-5%	6%
CCN(C(=O)c1ccc(S(=O)(=O)N2CCOCC2)cc1)C1CCS(=O)(=O)C1 (configuration not stated)	-2%	-1%	nt	nt	nt	1%	-1%	nt	-7%	34%	1%

Record cards, as listed above. Values in the order: FLuc modulator | Rab9 prom act | RORgamma inh | CXXC DNA block | Gal4-VP16 FLuc | ELG1 genotoxic | NPC1 prom act | MBNL1 CUG block | uPA surface inh | BRCA1 expr up | p53 reactivator
COc1ccc(Nc2ncc(F)c(N3CCOCC3)n2)cc1 is entered as 2.4µM* | 0.89µM* | -37% | -3% | -29% | ? | 1.3µM* | -3% | ? | ? | 3%
CC1(C)C(=O)NCCN1C(=O)c1ccc2nc(Cc3ccccc3F)oc2c1 is entered as 0% | -12% | ? | 11% | -21% | -1% | -12% | 0% | 6% | -23% | -15%
Cc1ccc(C)c(NC(=S)N2CCN(CCO)CC2)c1 is entered as -1% | -8% | -7% | 18% | -9% | -3% | -2% | nt | 2% | -14% | -9%
CN1CCN(NC(=O)c2cc(S(=O)(=O)Nc3ccc(Cl)cc3)ccc2Cl)CC1 is entered as 0% | 3% | 0% | -1% | -4% | -5% | 1% | -7% | 2% | -4% | -3%
COc1ccc(N2C(=O)c3cccc4cc(Br)cc(c34)C2=O)cc1 is entered as 2% | -9% | -2% | ? | -2% | 6% | -1% | 14% | 9% | -17% | -2%

Further records.
SMILES	FLuc modulator	Rab9 prom act	RORgamma inh	CXXC DNA block	Gal4-VP16 FLuc	ELG1 genotoxic	NPC1 prom act	MBNL1 CUG block	uPA surface inh	BRCA1 expr up	p53 reactivator
COc1cc(OC)c(NC(=O)Cc2cccs2)cc1Cl	-2%	4%	?	-2%	-20%	1%	-5%	6%	-6%	-34%	-20%
Cc1nc(C(=O)NC2CCCCC2)sc1C1(C)CC(c2cccc([N+](=O)[O-])c2)=NO1 (configuration not stated)	2%	-2%	?	-30%	-8%	-7%	-6%	20%	-2%	-6%	4%
O=C(COC(=O)COc1ccccc1)Nc1cccc([N+](=O)[O-])c1	2%	-11%	-6%	8%	14%	0%	-1%	?	3%	-16%	1%
Cc1c(Cl)cccc1NC(=O)COC(=O)CCc1nc2ccccc2n1-c1ccccc1	1%	-4%	?	2%	-1%	-3%	2%	-7%	-3%	-15%	-1%
CCc1nnc(NC(=O)C2c3ccccc3Oc3ccccc32)s1	-1%	0%	11µM*	2%	?	-3%	1%	?	-11%	-1%	-10%
CC1=C(C(=O)OC(C)C)C(c2ccccc2)NC(=S)N1C (configuration not stated)	4%	-3%	14µM*	6%	?	4%	-6%	-10%	2%	-28%	-8%
CCn1nnnc1SCC(=O)c1ccc(C)cc1C	6.7µM*	3.5µM*	24%	6%	-3%	?	?	?	-1%	6.3µM*	?
Cc1ccc2c([N+](=O)[O-])c(C)ccc2n1	0%	3%	-19%	2%	-1%	1%	-4%	13%	-1%	1%	-2%
CC1CCCN(C(=O)C2CCN(S(=O)(=O)c3cccc4cccnc34)CC2)C1 (configuration not stated)	0%	5%	-1%	0%	-3%	-8%	1%	-19%	14%	-2%	4%
Cc1cc([N+](=O)[O-])ccc1NC(=O)Nc1ccccc1F	0%	-9%	14%	-2%	16%	-3%	-3%	1%	-4%	41%	3%
CN1CCN(C(=O)CN2C(=O)COc3ccc(S(=O)(=O)N4CCOCC4)cc32)CC1	2%	-1%	-22%	15%	-1%	3%	-2%	5%	0%	11%	17%
COc1ccc(NC(=O)c2ccc(-c3ccccc3)cc2)cc1NS(=O)(=O)c1ccc(F)cc1	-19%	-14%	?	?	-17%	-3%	-14%	nt	-7%	-45%	7%
Cc1ccc(-c2n[nH]c(=S)n2/N=C\c2ccco2)cc1	-1%	-4%	6.3µM*	-10%	5.6µM*	6%	-4%	5%	-2%	-28%	-10%
Cc1ccc(C(=O)NCCSCc2ccc(Cl)cc2Cl)cc1[N+](=O)[O-]	2%	-1%	?	6%	?	-5%	-2%	nt	3%	22%	3%
O=C(CCn1c(=O)oc2ccccc21)N1CCN(c2ccc(F)cc2)CC1	4%	-6%	3%	-4%	-10%	-7%	7%	-4%	12%	-6%	-15%
Cc1cc2ncn(C3CC(=O)N(Cc4ccccc4)C3=O)c2cc1C (configuration not stated)	-16%	-4%	8%[0.365 µM]	-3%	nt	-1%	-1%	1%	1%	-1%	6%
COc1ccc(/C=N/NC(=O)c2ccncc2)cc1Cn1nc([N+](=O)[O-])c(Br)c1C	-2%	-7%	21%	6%	2%	2%	-6%	?	6%	4%	-1%
